Screening results: PubChem, National Center for Advancing Translational Sciences (NCATS)
L3MBTL1 block: L3MBTL1 (human) inhibition; Q9Y468; actives 0.66% (n = 230,000); Potency, µM (top dose mostly 57.1 µM), for inactives: top-dose activity, negative = inhibition, actives largely listed as inhibitors; AlphaScreen L3MBTL1–H3K9me1 peptide binding; further: nearly all actives have a fitted effect of over 60% in size
Target sequence (Q9Y468 whole entry, looked up): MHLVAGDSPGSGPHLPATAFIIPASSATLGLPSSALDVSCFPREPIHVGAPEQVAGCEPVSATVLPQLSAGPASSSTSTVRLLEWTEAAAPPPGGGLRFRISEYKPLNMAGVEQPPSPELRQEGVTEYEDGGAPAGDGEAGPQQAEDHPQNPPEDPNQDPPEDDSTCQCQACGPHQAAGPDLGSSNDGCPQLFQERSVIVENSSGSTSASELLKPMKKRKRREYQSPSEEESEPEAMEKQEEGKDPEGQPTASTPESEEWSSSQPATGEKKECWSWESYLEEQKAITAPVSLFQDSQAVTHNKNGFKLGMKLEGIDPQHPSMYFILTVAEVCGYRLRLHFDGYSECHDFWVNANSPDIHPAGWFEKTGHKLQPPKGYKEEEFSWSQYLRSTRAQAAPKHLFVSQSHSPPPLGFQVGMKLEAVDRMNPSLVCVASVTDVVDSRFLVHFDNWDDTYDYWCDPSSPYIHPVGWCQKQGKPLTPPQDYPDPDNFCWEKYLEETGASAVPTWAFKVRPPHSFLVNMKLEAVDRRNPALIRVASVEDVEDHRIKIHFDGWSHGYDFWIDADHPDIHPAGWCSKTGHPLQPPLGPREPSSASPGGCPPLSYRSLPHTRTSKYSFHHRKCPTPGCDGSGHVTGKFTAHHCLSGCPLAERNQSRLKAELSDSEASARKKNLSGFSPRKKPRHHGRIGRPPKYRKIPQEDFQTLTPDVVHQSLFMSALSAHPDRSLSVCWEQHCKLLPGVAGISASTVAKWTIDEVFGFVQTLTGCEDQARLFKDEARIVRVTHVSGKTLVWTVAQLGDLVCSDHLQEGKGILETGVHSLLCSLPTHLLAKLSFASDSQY
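AlphaScreen assay: L3MBTL1 (50 nM final) was preincubated 30 min at room temperature with biotinylated H3(1-15)K9me1 peptide (75 nM final), then 30 min with library compounds; streptavidin donor and nickel chelate acceptor beads (10 ug/mL final) added, 30 min dark.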
aGal spleen mod: inhibits or activates alpha-galactosidase in human spleen homogenate | human spleen homogenate, 4MU-alpha-Gal fluorescence, 40 min | actives 0.008% (n = 240,000) | AID 2107 | Potency, µM (highest dose often 80 µM), inactives show at the top dose activity change, negative = inhibition, most hits filed as inhibitors | P06280;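 further: 0% = enzyme with vehicle and -100% = no enzyme basal signal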
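qHTS titration in buffer at pH 5.0. Alpha-galactosidase activity in spleen homogenate was measured via 4-methylumbelliferone release from 1 mM fluorogenic substrate after 40 min at 37C and a pH 10 stop. AC50 came from Hill fits of control-normalized data.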
Tau fluor counter: counter-screen for tau fibril formation inhibitors; actives 0.93% (n = 280,000); Potency, µM (doses to about 57.7 µM), without a hit: top-dose activity change, negative = decrease; AID 1463; tau K18 P301L Alexa594 fluorescence, heparin fibrillization; further: nearly all actives have a fitted effect of over 55% in size
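Human tau K18 P301L (15 uM unlabeled, 0.24 uM Alexa 594-labeled) in 100 mM sodium acetate pH 7 with 20 uM heparin, 6 hr at 37 C. ThT 30 uM added, 1 hr ambient; Alexa 594 FP and total fluorescence read at 555/632 nm.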
Tau fibril ThT: inhibitors of human tau fibril formation, thioflavin T binding | actives 2.1% (n = 270,000) | Potency, µM (top dose mostly 57.4 µM), for the others: at the top dose activity, negative = inhibition, usual class: inhibitors | recombinant tau K18 P301L (four-repeat tau fragment), heparin-induced fibrillization, ThT fluorescence | AID 1460 | P10636; further: nearly all actives have a fitted effect of over 55% in size
Target sequence (P10636 561-689 P618L limits assumed): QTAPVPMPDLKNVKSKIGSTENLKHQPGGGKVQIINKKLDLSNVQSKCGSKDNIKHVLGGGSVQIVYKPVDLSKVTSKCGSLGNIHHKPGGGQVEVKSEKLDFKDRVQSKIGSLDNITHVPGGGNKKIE
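Heparin-induced fibrillization of the P301L-mutant K18 repeat-domain fragment of human tau was followed by ThT binding in quantitative high-throughput format.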
ALDH1A1 inh: ALDH1A1 (human) enzyme inhibition; P00352; Purified ALDH1A1, NADH fluorescence, propionaldehyde substrate; Potency, µM (titrated, usually from 75.3 µM), inactives show top-dose activity, negative = inhibition, hits mostly inhibitors; actives 7.3% (n = 220,000); active means well fitted inhibition curve with a large enough effect, not every such curve was filed as active; inconclusive means small, poorly fitted or top-dose-only effect, or another doubt; inactive means no such curve, though single readings can be large or run the other way;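 further: plate controls were no enzyme wells and a reference inhibitor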
TRb-SRC2 inh: TRbeta-SRC2 interaction inhibition. P10828. TRbeta-SRC2 peptide binding, fluorescence polarization; receptor liganded with 1 µM T3. Potency, µM (doses to about 106 µM), for inactives: at the highest dose activity change, negative = inhibition, most hits filed as inhibitors. actives 0.065% (n = 280,000). AID 1469;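 further: plate controls were bound peptide for no effect and peptide without receptor for full effect; nearly all actives have a fitted effect of over 50% in size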
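Quantitative HTS by FP: 0.6 uM TRb LBD, 20 nM labeled SRC2 20-mer, 1 uM T3, 5% DMSO; 5 hr ambient incubation; % activity per concentration and potencies from concentration series.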
TexasRed fluor: Texas Red fluorescence interference in TRb-SRC2 counter-screen | TRb/SRC2 Texas Red total fluorescence interference | Potency, µM (highest dose often 106 µM), without a hit: at the highest dose fluorescence change, negative = quenching | actives 0.29% (n = 280,000) | AID 1479; active means well fitted curve in either direction with a large enough effect; inconclusive means small, poorly fitted or top-dose-only effect
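Human TRb ligand-binding domain at 0.6 uM with 20 nM Texas Red SRC2 peptide in Tris buffer containing 1 uM T3 and 5% DMSO, incubated with compound 5 h at ambient temperature. Total fluorescence (555/632 nm) calculated as parallel + 2 × perpendicular.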
Tau FP inhib: tau fibrillization inhibition (FP) | Potency, µM (titrated, usually from 57.7 µM), for the others: at the highest dose activity, negative = inhibition, hits mostly inhibitors | K18 P301L tau heparin fibrillization, Alexa594 FP, 6 h | P10636 | actives 0.39% (n = 280,000) | AID 1468; further: nearly all actives have a fitted effect of over 55% in size
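Read-out: fluorescence polarization of Alexa 594-labeled tau (0.24 uM), 555 nm excitation, 632 nm emission. Mixtures held 15 uM unlabeled K18 P301L, compound and 20 uM heparin, pH 7 acetate buffer, incubated 6 hr at 37 C.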
Starred values were filed as active, the others as inactive; [ ] = another dose, or the depositor's remark. Unless noted, the call rests on the fitted dose curve; in most records, active means well fitted curve in the direction sought with a large enough effect; inconclusive means small, poorly fitted or top-dose-only effect, or another doubt; inactive means no such curve, though single readings can be large; an effect the other way counts as inactive or inconclusive. Unless noted, on the % scale 0 is the no-effect control and ±100 the full control effect; potency means the concentration at half of the fitted maximal effect.

CC(/C=N/NC(=O)c1cccs1)=C\c1ccccc1 was read as aGal spleen mod 1%, Tau fluor counter -23%, Tau fibril ThT -10%, ALDH1A1 inh 2%, TRb-SRC2 inh 2%, TexasRed fluor 0% and Tau FP inhib -3%.
O=C(CN(Cc1ccccc1)C(=O)CSc1nnc(COc2ccccc2)o1)NC1CCCC1 was read as L3MBTL1 block -3%, aGal spleen mod -2%, Tau fluor counter -10%, Tau fibril ThT -8%, ALDH1A1 inh inconclusive, TRb-SRC2 inh -15%, TexasRed fluor -3% and Tau FP inhib -8%.
O=C(CSc1nc(C2CC2)nc2ccccc12)Nc1ccccc1N1CCOCC1 was read as L3MBTL1 block 0%, aGal spleen mod -22%, Tau fluor counter -3%, Tau fibril ThT -14%, ALDH1A1 inh 3%, TRb-SRC2 inh 2%, TexasRed fluor -2% and Tau FP inhib -3%.
`O=C(Nc1nnc(-c2ccco2)o1)c1cccc2ccccc12` gave L3MBTL1 block 18%, aGal spleen mod -5%, Tau fluor counter -9%, Tau fibril ThT -7%, ALDH1A1 inh 4%, TRb-SRC2 inh -4%, TexasRed fluor 3% and Tau FP inhib 4%.
`CSC1=C(C#N)C(CC(C)C)C(C(C)=O)=C(C)N1` (stereo unspecified) gave L3MBTL1 block -1%, aGal spleen mod 0%, Tau fluor counter -5%, Tau fibril ThT -7%, ALDH1A1 inh -9%, TRb-SRC2 inh -4%, TexasRed fluor 0% and Tau FP inhib -3%.
For O=C(CN1CCN(c2ccccc2F)CC1)c1c[nH]c2ccc(F)cc12 the results were aGal spleen mod -2%, Tau fluor counter inconclusive, Tau fibril ThT -8%, ALDH1A1 inh inconclusive, TRb-SRC2 inh -14%, TexasRed fluor -1% and Tau FP inhib -8%.
CCOc1cccc2cc(-c3nc4sc(C(=O)Nc5ccc(C)cc5)c(C)c4c(=O)[nH]3)c(=O)oc12 was read as Tau fluor counter -18%, Tau fibril ThT -8%, TRb-SRC2 inh 2%, TexasRed fluor 3% and Tau FP inhib inconclusive.
CCn1c(CNc2ccc(OC)cc2)nnc1SCC(=O)N1CCCc2ccccc21 was read as L3MBTL1 block -1%, aGal spleen mod 6%, Tau fluor counter -13%, Tau fibril ThT inconclusive, ALDH1A1 inh 7.1µM*, TRb-SRC2 inh 3%, TexasRed fluor 1% and Tau FP inhib 0%.
COc1ccc(C(=O)NCc2nnc(SC)n2C2CCCCC2)cc1 was read as L3MBTL1 block -1%, aGal spleen mod 0%, Tau fluor counter -4%, Tau fibril ThT -3%, ALDH1A1 inh 10%, TRb-SRC2 inh 2%, TexasRed fluor 0% and Tau FP inhib -6%.
`O=C(/C=C/c1ccccc1)CC(O)(c1ccccc1)C(F)(F)C(F)F` (stereo unspecified) gave aGal spleen mod 1%, Tau fluor counter -2%, Tau fibril ThT inconclusive, ALDH1A1 inh inconclusive, TRb-SRC2 inh -4%, TexasRed fluor 2% and Tau FP inhib inconclusive.
`CC(C)OC(=O)[C@H]1[C@H](c2ccc(Cl)cc2)[C@@](C#N)(C(N)=O)[C@@H]2C=CC(C(N)=O)=CN21` gave L3MBTL1 block -7%, aGal spleen mod 8%, Tau fluor counter -21%, Tau fibril ThT inconclusive, ALDH1A1 inh -14%, TRb-SRC2 inh -17%, TexasRed fluor 0% and Tau FP inhib -3%.
`O=C1c2ccccc2C(=O)N1c1ncccn1` gave aGal spleen mod 2%, Tau fluor counter -1%, Tau fibril ThT -15%, ALDH1A1 inh 3%, TRb-SRC2 inh 1%, TexasRed fluor -1% and Tau FP inhib 2%.
`Fc1cccc(Cc2noc(CN3CCCCC3c3ccccn3)n2)c1` (stereo unspecified) gave L3MBTL1 block 15%, aGal spleen mod 6%, Tau fluor counter -5%, Tau fibril ThT -11%, ALDH1A1 inh inconclusive, TRb-SRC2 inh 0%, TexasRed fluor -4% and Tau FP inhib 11%.
O=C(CN(Cc1ccccc1)C(=O)CCC(=O)Nc1nccs1)NCc1ccco1 was read as L3MBTL1 block 4%, aGal spleen mod -5%, Tau fluor counter -1%, Tau fibril ThT -7%, ALDH1A1 inh -8%, TRb-SRC2 inh -3%, TexasRed fluor -1% and Tau FP inhib -5%.
Screening CSc1ccc(CNC(=O)c2cc3c(=O)n(Cc4ccco4)ccc3nc2C)cc1 returned Tau fluor counter -3%, Tau fibril ThT -7%, TRb-SRC2 inh 12%, TexasRed fluor 2% and Tau FP inhib 7%.
`O=C(Cn1[nH]c(=O)c2ccccc2c1=O)Nc1cccnc1` gave aGal spleen mod -27%, Tau fluor counter -5%, Tau fibril ThT -8%, ALDH1A1 inh 5%, TRb-SRC2 inh -10%, TexasRed fluor 0% and Tau FP inhib -7%.
O=C(NCc1ccccc1)C1=C[C@H](C2CC2)C[C@H](OCCCCO)O1 was read as L3MBTL1 block 4%, aGal spleen mod -12%, Tau fluor counter -7%, Tau fibril ThT -6%, ALDH1A1 inh inconclusive, TRb-SRC2 inh -1%, TexasRed fluor 0% and Tau FP inhib 3%.
Screening Cc1ccccc1Cn1c(=O)n(-c2ccccc2)c(=O)c2ccc(C(=O)NCc3ccco3)cc21 returned L3MBTL1 block 10%, aGal spleen mod -5%, Tau fluor counter -8%, Tau fibril ThT 0%, ALDH1A1 inh 4%, TRb-SRC2 inh -3%, TexasRed fluor 0% and Tau FP inhib inconclusive.
Screening COC(=O)Cn1c(CN2CCc3ccccc3C2)nc2c1c(=O)n(C)c(=O)n2C returned L3MBTL1 block 3%, aGal spleen mod 3%, Tau fluor counter 6%, Tau fibril ThT 0%, ALDH1A1 inh -5%, TRb-SRC2 inh -4%, TexasRed fluor -3% and Tau FP inhib -5%.
For Fc1cccc(Cc2noc(CN3CCC(c4ccncc4)CC3)n2)c1 the results were L3MBTL1 block 6%, aGal spleen mod 2%, Tau fluor counter -4%, Tau fibril ThT -5%, ALDH1A1 inh -4%, TRb-SRC2 inh 4%, TexasRed fluor -2% and Tau FP inhib -4%.

Structures shown so far that contain an aryl methoxy group, in the order listed:
CCn1c(CNc2ccc(OC)cc2)nnc1SCC(=O)N1CCCc2ccccc21 was read as L3MBTL1 block -1%, aGal spleen mod 6%, Tau fluor counter -13%, Tau fibril ThT inconclusive, ALDH1A1 inh 7.1µM*, TRb-SRC2 inh 3%, TexasRed fluor 1% and Tau FP inhib 0%.
COc1ccc(C(=O)NCc2nnc(SC)n2C2CCCCC2)cc1 was read as L3MBTL1 block -1%, aGal spleen mod 0%, Tau fluor counter -4%, Tau fibril ThT -3%, ALDH1A1 inh 10%, TRb-SRC2 inh 2%, TexasRed fluor 0% and Tau FP inhib -6%.

Further entries
CCOC(=O)c1ccc(NC(=S)N(CCCN2CCCCCC2)Cc2ccco2)cc1 was read as L3MBTL1 block -9%, aGal spleen mod -1%, Tau fluor counter -8%, Tau fibril ThT -15%, ALDH1A1 inh -3%, TRb-SRC2 inh -2%, TexasRed fluor 0% and Tau FP inhib 0%.
Nc1ncc(S(=O)(=O)NCc2ccc(F)cc2)cn1 was read as Tau fluor counter -5%, Tau fibril ThT 1%, TRb-SRC2 inh -4%, TexasRed fluor -2% and Tau FP inhib 1%.
Screening Cc1cc(Cl)c(S(=O)(=O)NC2CCCCC2)cc1OCC(=O)Nc1nncs1 returned L3MBTL1 block -17%[11.4 µM], aGal spleen mod 0%, Tau fluor counter 11%, Tau fibril ThT 11%, ALDH1A1 inh inconclusive, TRb-SRC2 inh 9%, TexasRed fluor 1% and Tau FP inhib 10%.
Screening S=C(NCCCN1CCOCC1)Nc1ccc(N2CCOCC2)cc1 returned aGal spleen mod -2%, Tau fluor counter -4%, Tau fibril ThT -11%, ALDH1A1 inh -3%, TRb-SRC2 inh 3%, TexasRed fluor 2% and Tau FP inhib -1%.
`COc1ccc(-c2nc(Cc3ccc(Cl)cc3)no2)cc1OC` gave aGal spleen mod 4%, Tau fluor counter -10%, Tau fibril ThT 3%, ALDH1A1 inh inconclusive, TRb-SRC2 inh -6%, TexasRed fluor -8% and Tau FP inhib -15%.
Screening CC(=O)N1c2ccc(S(=O)(=O)Nc3ccc(Cl)cc3C)cc2CC1C (stereo unspecified) returned Tau fluor counter -13%, Tau fibril ThT -5%, TRb-SRC2 inh -1%, TexasRed fluor -4% and Tau FP inhib 2%.
For Cc1ccc(N2C(=O)CC(Sc3ccccc3C(=O)O)C2=O)cc1C (stereo unspecified) the results were L3MBTL1 block -1%, aGal spleen mod 7%, Tau fluor counter -1%, Tau fibril ThT -15%, ALDH1A1 inh 0.45µM*, TRb-SRC2 inh 0%, TexasRed fluor -1% and Tau FP inhib -2%.
Screening O=C(NCc1ccncc1)C1CCCN(S(=O)(=O)Cc2ccccc2)C1 (stereo unspecified) returned L3MBTL1 block 5%, aGal spleen mod 4%, Tau fluor counter -3%, Tau fibril ThT -8%, ALDH1A1 inh inconclusive, TRb-SRC2 inh -2%, TexasRed fluor -3% and Tau FP inhib -1%.
Screening COc1ccc(NC(=S)N(C)CC2COc3ccccc3O2)cc1 (stereo unspecified) returned aGal spleen mod -3%, Tau fluor counter -14%, Tau fibril ThT -13%, ALDH1A1 inh -7%, TRb-SRC2 inh 5%, TexasRed fluor -3% and Tau FP inhib -5%.
Cc1n[nH]c(C)c1CCOc1ccc(C(C)C)cc1 was read as aGal spleen mod 9%, Tau fluor counter -6%, Tau fibril ThT -20%, ALDH1A1 inh -4%, TRb-SRC2 inh -14%, TexasRed fluor -1% and Tau FP inhib 7%.
For CCOC(=O)c1nc(C)nc(Sc2n[nH]c(-c3cc(Cl)cc(Cl)c3)n2)c1C the results were L3MBTL1 block 2%, aGal spleen mod 1%, Tau fluor counter 0%, Tau fibril ThT -2%, TRb-SRC2 inh -3%, TexasRed fluor -5% and Tau FP inhib 3%.
For O=[N+]([O-])c1ccc(/C=N/n2c(C3CCCCC3)n[nH]c2=S)cc1 the results were L3MBTL1 block -4%, aGal spleen mod -6%, Tau fluor counter -16%, Tau fibril ThT -6%, ALDH1A1 inh -2%, TRb-SRC2 inh -20%, TexasRed fluor -1% and Tau FP inhib 3%.
Cc1ccc(N(C(=O)c2csnn2)C(C(=O)NC(C)(C)C)c2cccs2)cc1 (stereo unspecified) was read as L3MBTL1 block -1%, aGal spleen mod 11%, Tau fluor counter -2%, Tau fibril ThT -4%, ALDH1A1 inh 9%, TRb-SRC2 inh -9%, TexasRed fluor 0% and Tau FP inhib -1%.
